Assay outcomes deposited in PubChem by Sanford-Burnham Center for Chemical Genomics.
APOBEC3G inh – APOBEC3G DNA deaminase inhibitors, primary screen, biochemical, fluorescence, single-stranded DNA substrate, uHTS; recombinant A3G, ssDNA deamination FAM/TAMRA fluorescence; inhibition, % at 20 µM; actives 0.28% (n = 330,000); AID 493012, 2011;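 active = inhibition of at least 40% at 20 µM, with no more than 30% in the related APOBEC3A deaminase screen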;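 also: plate controls were DMSO wells with A3G for no effect and wells lacking A3G enzyme for full effect; some compounds called inactive have numbers as strong as hits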
Target sequence (Q9HC16 whole entry, looked up): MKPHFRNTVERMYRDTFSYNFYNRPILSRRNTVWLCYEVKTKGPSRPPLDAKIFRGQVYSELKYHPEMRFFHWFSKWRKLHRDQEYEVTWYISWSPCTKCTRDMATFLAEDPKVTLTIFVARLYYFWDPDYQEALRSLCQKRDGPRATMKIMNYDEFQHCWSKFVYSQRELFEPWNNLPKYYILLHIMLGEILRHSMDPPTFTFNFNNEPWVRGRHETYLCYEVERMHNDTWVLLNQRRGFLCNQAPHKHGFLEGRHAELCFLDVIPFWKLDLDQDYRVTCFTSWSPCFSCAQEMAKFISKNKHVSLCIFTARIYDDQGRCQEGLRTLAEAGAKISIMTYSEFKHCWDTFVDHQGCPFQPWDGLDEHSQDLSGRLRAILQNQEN
mIAP act – activators of mouse IAP, primary screen, biochemical, luminescence, uHTS. actives 0.24% (n = 330,000). activation factor at 10 µM. AID 2805, 2010. intestinal alkaline phosphatase [Mus musculus]. muIAP, CDP-Star luminescence, 30 min; active compounds read high; 1 = vehicle-only enzyme signal, 0 = enzyme-free wells;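 active = activation factor of at least 2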; also: the source names both 10 and 20 µM as test concentration; values of inactives mirror those of a sister screen read the other way
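Assay system: mouse IAP enzyme / Compound: DMSO-dissolved test compounds / Timing: 30 min, room temperature / Measured by: luminescence from enzymatic CDP-Star hydrolysis / Control set: DMSO-only wells, enzyme-free buffer wells as negative control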
NR3A LBD binder – binders of NR3A ligand-binding domain, primary screen, biophysical, differential scanning fluorimetry, uHTS; Glutamate receptor ionotropic, NMDA 3A (GRIN3A) ligand-binding domain; NR3A LBD differential scanning fluorimetry, Tm shift; 0% = protein alone, 100% = glycine-bound protein; Tm shift relative to glycine control, % at 25 µM; actives 2.5% (n = 340,000); AID 1259313, 2017;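 active = melting temperature shift of at least 10% of the positive control shift, at one fixed dose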
mIAP inh – inhibitors of mouse IAP, primary screen, biochemical, luminescence, uHTS. purified mouse IAP, CDP-Star luminescence, 30 min. intestinal alkaline phosphatase [Mus musculus]. inhibition, % at 10 µM. actives 0.2% (n = 330,000);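 active = inhibition of at least 40% at 10 µM in the primary screen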;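 also: plate controls were DMSO with enzyme for no effect and no enzyme wells for full effect; values of inactives mirror those of a sister screen read the other way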
hIAP block – human IAP inhibitors, primary screen, biochemical, luminescence, uHTS. AID 2544, 2010. inhibition, % at 10 µM. actives 0.12% (n = 330,000). Intestinal-type alkaline phosphatase (Homo sapiens), P09923. purified IAP, CDP-Star luminescence, 30 min;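 active = inhibition reaching a set limit with compound at 10 µM in the primary screen, cut at about 35% in these data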;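 also: plate controls were DMSO wells with enzyme for no effect and no-enzyme buffer wells for full effect; values of inactives mirror those of a sister screen read the other way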
Target sequence (P09923 whole entry, looked up): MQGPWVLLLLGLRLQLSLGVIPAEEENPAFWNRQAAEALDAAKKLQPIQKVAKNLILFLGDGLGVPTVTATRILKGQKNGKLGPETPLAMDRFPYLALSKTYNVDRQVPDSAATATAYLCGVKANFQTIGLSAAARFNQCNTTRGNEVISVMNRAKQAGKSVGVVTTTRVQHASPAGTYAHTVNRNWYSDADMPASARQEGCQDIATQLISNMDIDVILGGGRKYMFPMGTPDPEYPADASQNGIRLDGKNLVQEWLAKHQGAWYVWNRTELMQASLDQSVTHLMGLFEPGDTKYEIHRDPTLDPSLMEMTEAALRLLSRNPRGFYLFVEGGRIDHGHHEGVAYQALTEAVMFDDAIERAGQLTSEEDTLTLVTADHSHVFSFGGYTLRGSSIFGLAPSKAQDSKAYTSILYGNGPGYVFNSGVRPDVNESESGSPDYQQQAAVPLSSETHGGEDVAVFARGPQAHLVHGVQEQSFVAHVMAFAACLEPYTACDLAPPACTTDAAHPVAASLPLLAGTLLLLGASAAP
MPTP block – mitochondrial permeability transition pore inhibitors, primary screen, biochemical, isolated mouse mitochondria, absorbance; inhibition, % at 10 µM; Ca2+ swelling absorbance, 30 min; actives 1.4% (n = 360,000);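 active = inhibition of 50% or more, scaled per plate between neutral and stimulator controls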;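 also: 0% = DMSO wells given calcium and 100% = 1 mM EGTA wells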
beta cell repl – inducers of MIN6 beta-cell proliferation, primary screen, ATP luminescence, uHTS. actives 0.29% (n = 330,000). MIN6 cells proliferation, ATPlite luminescence, 48 h; cells starved in 0.2% serum; 100% = growth in 10% serum. proliferation, % at 10 µM;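 active = compounds whose signal lies at least 3.5 SD above the mean of all wells on their plate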;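 also: 0% = DMSO-treated cells in low-serum medium and 100% = 10% serum control; some compounds called inactive have numbers as strong as hits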
hIAP activ – human IAP activators, primary screen, biochemical, luminescence, uHTS; purified human IAP, CDP-Star luminescence, 30 min; active compounds read high; 1 = vehicle-only enzyme, 0 = enzyme-free background; activation factor at 10 µM; actives 0.16% (n = 330,000);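 active = activation factor of the enzyme at least 2-fold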; also: the source names both 10 and 20 µM as test concentration; values of inactives mirror those of a sister screen read the other way
A3A deaminase – APOBEC3A ssDNA deaminase inhibitors, primary screen, selectivity assay for APOBEC3G inhibitor project, biochemical, FAM/TAMRA oligo cleavage fluorescence. DNA dC->dU-editing enzyme APOBEC-3A (Homo sapiens), P31941. recombinant A3A, FAM/TAMRA ssDNA deamination fluorescence. inhibition, % at 20 µM. actives 0.41% (n = 330,000);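 active = at least 40% inhibition at 20 µM here, with at most 30% in a related deaminase screen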;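 also: plate controls were A3A with DMSO for no effect and wells lacking A3A enzyme for full effect; some results filed as inactive read as strong as hits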
The depositor's hits bear a star; . = not tested or not shown.

#1 COC(=O)C1=C(C)N(CCCC(=O)O)C(=O)NC1c1ccc(C(F)(F)F)cc1 (stereo unspecified)
#2 COc1ccc(S(=O)(=O)Nc2cccnc2)c(C)c1C
#3 COC(=O)c1ccccc1NC(=O)C1CCCC1
#4 COC(=O)C(C)N1C(=O)S/C(=C/c2cc(C)n(C(C)C)c2C)C1=O (stereo unspecified)
#5 COc1ccc(C(=O)OCC(=O)N2CCCCC2)cc1[N+](=O)[O-]
#6 CC(=O)c1nccs1
#7 COC(=O)c1[nH]c(C)c(/C(O)=C2\C(=O)C(=O)N(CCN(C)C)C2c2ccccc2OC)c1C (stereo unspecified)
#8 O=C1CC(c2nc3ccccc3[nH]2)CN1c1ccccc1 (stereo unspecified)

entry no.	1	2	3	4	5	6	7	8
APOBEC3G inh	-8	-7	-7	1	-5	-5	-9	-5
mIAP act	1.1	1	0.98	0.71	0.94	1	1.1	0.91
NR3A LBD binder	3	2	1	1	0	2	1	-1
mIAP inh	-8	-1	2	29	6	-1	-5	9
hIAP block	9	-6	4	5	2	-3	-3	-8
MPTP block	-1.5	0.0	-0.7	0.8	-3.8	-2.3	-7.0	0.1
beta cell repl	-1	1	-1	-4	-2	-5	-1	-2
hIAP activ	0.91	1.1	0.96	0.95	0.98	1	1	1.1
A3A deaminase	-6	-6	-5	0	-1	0	-3	-1

#9 Cc1ccc(C(=O)CN(C(=O)c2ccc(Cl)cc2)N2C(=O)CCC2=O)cc1
#10 O=C(c1cc2cc(Br)ccc2o1)N1CCOCC1
#11 CC1CCc2c(sc(NC(=O)CSc3nnc(-c4ccccc4)o3)c2C#N)C1 (stereo unspecified)
#12 CCCCn1cc(C(C)(C)C)c(C#N)c1NC(C)=O
#13 O=S(=O)(c1ccc(NCCOCCO)nc1)N1CCCCC1
#14 C/C(=N/N=C(/N)SCc1ccccc1)C(C)(C)C
#15 CCOc1ccccc1C(C(=O)NCCOC)N(CCOC)C(=O)Cn1nnc2ccccc21 (stereo unspecified)
#16 COc1ccc(Cl)cc1C(=O)NCCN1CCOCC1

entry no.	9	10	11	12	13	14	15	16
APOBEC3G inh	-2	-4	-11	-10	-8	4	-10	4
mIAP act	0.91	0.97	0.95	1.1	1.1	1	1	1.1
NR3A LBD binder	-2	-2	-8	-1	-2	0	-2	-3
mIAP inh	9	3	5	-10	-9	-3	-4	-10
hIAP block	-2	1	4	-30	0	-20	-32	14
MPTP block	0.2	0.3	0.4	-0.8	-0.3	-0.4	1.3	-0.3
beta cell repl	0	-4	-3	-6	-3	0	-2	-2
hIAP activ	1	0.99	0.96	1.3	1	1.2	1.3	0.85
A3A deaminase	2	-2	-2	0	-3	2	-4	0

#17 COC(=O)Cn1cnc2c(Cl)nc(F)nc21
#18 Nc1cc(=O)[nH]n1C1CCN(c2ccccc2)CC1
#19 COc1ccc(/C=N/Nc2nc(-c3ccc(C)cc3)c(C#N)c(=O)[nH]2)cc1
#20 COC(=O)C1=C(C)OC(N)=C(C#N)C1c1ccc(OC)c(CSc2ccccn2)c1 (stereo unspecified)
#21 O=C(NCCOc1cccnc1)C1CCC(=O)N(Cc2ccccc2F)C1 (stereo unspecified)
#22 CCOc1cc(S(=O)(=O)Nc2ccc(Cl)cn2)ccc1F
#23 CCN(c1ccccc1)S(=O)(=O)c1ccc(C(=O)N2CCOCC2)cc1
#24 CC1CCN(C(=O)CCNS(=O)(=O)c2ccc3c(c2)oc(=O)n3C)CC1

entry no.	17	18	19	20	21	22	23	24
APOBEC3G inh	4	-3	-10	-3	-8	-9	-5	2
mIAP act	0.93	1.1	0.87	1	1	0.98	0.9	0.94
NR3A LBD binder	0	2	-3	1	0	11*	3	0
mIAP inh	7	-12	13	-2	-1	2	10	6
hIAP block	.	-4	3	-10	-16	1	-11	-4
MPTP block	-1.1	-0.7	0.7	1.2	-1.0	0.5	-1.2	-0.3
beta cell repl	.	0	-4	0	-2	-2	0	-2
hIAP activ	.	1	0.97	1.1	1.2	0.99	1.1	1
A3A deaminase	5	-1	-5	1	1	-4	0	-1

Full records, quoted from the list:
CCCCn1cc(C(C)(C)C)c(C#N)c1NC(C)=O as listed: APOBEC3G inh: -10; mIAP act: 1.1; NR3A LBD binder: -1; mIAP inh: -10; hIAP block: -30; MPTP block: -0.8; beta cell repl: -6; hIAP activ: 1.3; A3A deaminase: 0
CCOc1cc(S(=O)(=O)Nc2ccc(Cl)cn2)ccc1F as listed: APOBEC3G inh: -9; mIAP act: 0.98; NR3A LBD binder: 11*; mIAP inh: 2; hIAP block: 1; MPTP block: 0.5; beta cell repl: -2; hIAP activ: 0.99; A3A deaminase: -4

(more compounds)
#25 COc1ccc(CCN(C)C(=O)c2cc(S(=O)(=O)NCc3ccccc3)ccc2C)cc1OC
#26 COc1ccccc1NC(=O)c1ccc2nc(N3C(=O)CCC3=O)sc2c1
#27 COc1cc2nc(C3CC3)n(NC(=O)c3ccc(F)cc3)c(=O)c2cc1OC
#28 CNC(=O)C(=O)N/N=C/c1ccccn1
#29 Cc1ccc(/C=C/C(=O)NC(C)c2ccccc2)cc1 (stereo unspecified)
#30 Cc1nc2ccc(NC(=O)c3ccc(S(=O)(=O)N(C)C)cc3)cc2s1
#31 CCOc1ccc(C(=O)NCCCn2ccnc2)cc1
#32 CC(=O)OC(C(=O)NCCc1ccccc1)c1cccnc1 (stereo unspecified)

entry no.	25	26	27	28	29	30	31	32
APOBEC3G inh	3	-5	-5	-1	1	-8	-1	-4
mIAP act	1	1.1	1	1	1.1	0.99	0.93	0.96
NR3A LBD binder	-4	-6	1	1	-6	10*	1	1
mIAP inh	-4	-7	-3	-2	-7	1	7	4
hIAP block	1	2	11	-50	9	-13	0	-1
MPTP block	1.5	2.0	-0.5	-1.1	-0.6	0.4	1.9	-3.6
beta cell repl	6	1	4	-2	-1	-1	6	-1
hIAP activ	0.99	0.98	0.89	1.5	0.91	1.1	1	1
A3A deaminase	1	4	3	-3	7	3	0	-2

#33 Cc1ccc(C(=O)N/N=C/c2ccc(OC(=O)c3ccccc3Cl)cc2)cn1
#34 CCc1ccccc1NC(=O)c1cc([N+](=O)[O-])ccc1N1CCOCC1
#35 O=C(Cn1nc(-c2ccccc2Cl)ccc1=O)Nc1ccccc1-c1ccccc1
#36 CC(=O)Oc1cccc(N2C(=O)CC(Nc3ccc(N4CCOCC4)cc3)C2=O)c1 (stereo unspecified)
#37 CCc1csc(CCNC(=O)C2CCC(=O)N(Cc3cccc(C(F)(F)F)c3)C2)n1 (stereo unspecified)
#38 NC(=O)C1CCN(C(=O)c2ccc(-c3ccccc3Cl)o2)CC1
#39 O=C(NCCCN1CCCC1=O)c1cccs1
#40 O=C(COC(=O)c1cc(=O)[nH]c2ccc(Br)cc12)c1ccccc1

entry no.	33	34	35	36	37	38	39	40
APOBEC3G inh	-5	-6	0	-8	-5	-12	-10	-3
mIAP act	1.1	1	0.93	0.92	1.1	1.1	0.99	0.88
NR3A LBD binder	13*	0	-2	1	2	1	0	-12
mIAP inh	-7	-4	7	8	-10	-10	1	12
hIAP block	-15	10	3	-34	-9	1	-2	0
MPTP block	0.0	0.2	-0.3	-0.5	1.7	-0.9	-2.3	-0.7
beta cell repl	-2	7	-1	-3	-2	4	-1	-5
hIAP activ	1.1	0.9	0.97	1.3	1.1	0.99	1	1
A3A deaminase	-4	-1	6	-6	1	-6	-3	1

#41 Cc1c(Cl)ccc2sc(NC(=O)CN3C(=O)c4ccccc4C3=O)nc12
#42 CCOC(=O)c1cc(C(=O)Nc2ccccc2F)nn1C
#43 CC(C(=O)N1CCCc2ccccc21)N1C(=O)c2ccccc2C1=O (stereo unspecified)
#44 C=CCOC(=O)C1=C(C)NC(C)=C(C(=O)OCC=C)C1c1cn(-c2ccccc2)nc1-c1ccco1
#45 Cc1csc2nc(O)c(C(=O)NCCCc3ccccc3)c(=O)n12
#46 O=[N+]([O-])c1ccc(N2CCN(CCO)CC2)cc1Sc1ccccn1
#47 Cc1ccc(NC(=O)CSc2n[nH]c(-c3ccco3)n2)cc1
#48 COC(=O)c1ccc(OC(=O)c2ccc(OC)cc2)c(OC)c1

entry no.	41	42	43	44	45	46	47	48
APOBEC3G inh	7	-7	-2	-5	-7	-5	-5	-6
mIAP act	0.91	1	0.87	1	0.91	0.97	0.97	1
NR3A LBD binder	-1	-2	0	0	0	-3	-2	-3
mIAP inh	9	0	13	0	9	3	3	0
hIAP block	7	-11	-31	-13	-8	14	-10	12
MPTP block	-0.1	-1.2	-0.9	6.4	1.3	0.5	0.5	1.2
beta cell repl	-1	-1	-1	-4	-3	-2	0	0
hIAP activ	0.93	1.1	1.3	1.1	1.1	0.86	1.1	0.88
A3A deaminase	2	0	-1	-3	-7	0	4	-1

Overlap with the part before: 4 entries, then new ones.
#45 Cc1csc2nc(O)c(C(=O)NCCCc3ccccc3)c(=O)n12
#46 O=[N+]([O-])c1ccc(N2CCN(CCO)CC2)cc1Sc1ccccn1
#47 Cc1ccc(NC(=O)CSc2n[nH]c(-c3ccco3)n2)cc1
#48 COC(=O)c1ccc(OC(=O)c2ccc(OC)cc2)c(OC)c1
#49 COc1ccc(Cl)cc1NC(=O)CN(C)CC(=O)N(CC(C)C)c1c(N)n(CC(C)C)c(=O)[nH]c1=O
#50 Cc1sc(NC(=O)/C=C/C(=O)O)c(C(N)=O)c1-c1ccc(C(C)(C)C)cc1
#51 CCCOc1ccc(N2C(=O)C3ON(c4ccccc4)C(c4ccc(O)c(OC)c4)C3C2=O)cc1 (stereo unspecified)
#52 COC(=O)c1ccc(C(=O)Nc2nc3cc(N)c(C)cc3s2)cc1
#53 CN(C(=O)C1CCCN1S(=O)(=O)c1ccc(Cl)cc1)c1ccccc1 (stereo unspecified)
#54 CC1(C)CC(=O)C=C(NNC(=O)c2ccc(N)cc2)C1

entry no.	45	46	47	48	49	50	51	52	53	54
APOBEC3G inh	-7	-5	-5	-6	-6	-1	-2	-7	-5	-9
mIAP act	0.91	0.97	0.97	1	1.1	0.91	1	0.89	0.96	1
NR3A LBD binder	0	-3	-2	-3	-1	-1	1	36*	-1	1
mIAP inh	9	3	3	0	-7	9	-3	11	4	-3
hIAP block	-8	14	-10	12	0	-10	7	6	16	5
MPTP block	1.3	0.5	0.5	1.2	-0.4	0.3	0.7	4.0	-0.7	0.5
beta cell repl	-3	-2	0	0	-4	0	2	-1	-1	4
hIAP activ	1.1	0.86	1.1	0.88	1	1.1	0.93	0.94	0.84	0.95
A3A deaminase	-7	0	4	-1	-1	14	2	-2	-4	-4
